# High-throughput results: PubChem, National Center for Advancing Translational Sciences (NCATS)
# Rab9 prom act: Rab9 promoter activation; Huh7 Rab9 promoter-luciferase reporter, luminescence, 24 h; Potency, µM (top dose mostly 9.22 µM), for the others: at the top dose activation, negative = inhibition, actives largely listed as activators; 2.8% of 320,000 active; AID 485297; note: potency is the fitted concentration of half-maximal effect; % of control where 0% means no effect; nearly all actives have a fitted effect of over 60% in size
#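 Luciferase signal after 10 min detection reagent at ambient indicates Rab9 promoter upregulation; stably transfected Huh7 cells were treated 24 h with compound in DMSO at 37 °C, 5% CO2.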
# RORg inh: inhibitors of mouse ROR gamma transcriptional activity | Potency, µM (highest dose often 53.6 µM), for the others: at the highest dose activity change, negative = inhibition, actives largely listed as inhibitors | P51450 | Drosophila S2 Gal4-RORgamma UAS-luciferase reporter, 20 h | AID 2551 | 5.4% of 310,000 active; note: potency is the fitted concentration of half-maximal effect; % is set by controls: 0 for no effect and ±100 for the full control effect; nearly all actives have a fitted effect of over 60% in size
# Target sequence (P51450 whole entry, looked up, the tested form may be a part): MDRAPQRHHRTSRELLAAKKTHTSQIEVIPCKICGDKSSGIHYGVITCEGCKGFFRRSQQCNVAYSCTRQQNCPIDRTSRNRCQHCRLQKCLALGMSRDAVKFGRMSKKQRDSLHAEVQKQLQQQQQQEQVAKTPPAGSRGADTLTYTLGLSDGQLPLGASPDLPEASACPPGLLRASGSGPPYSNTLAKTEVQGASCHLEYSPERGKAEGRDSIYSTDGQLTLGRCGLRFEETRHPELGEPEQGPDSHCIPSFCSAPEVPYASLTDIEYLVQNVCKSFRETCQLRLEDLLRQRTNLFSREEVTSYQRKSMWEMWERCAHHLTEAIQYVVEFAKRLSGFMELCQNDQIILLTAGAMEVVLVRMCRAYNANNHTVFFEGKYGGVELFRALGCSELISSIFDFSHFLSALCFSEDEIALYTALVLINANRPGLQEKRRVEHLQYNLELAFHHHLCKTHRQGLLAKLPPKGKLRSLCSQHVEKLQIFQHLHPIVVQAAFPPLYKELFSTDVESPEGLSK
#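 Stable Schneider cell line, Gal4 DNA-binding domain fused to ROR gamma, UAS-luciferase. Cmpd 1 hr RT → CuSO4 700 uM final → 20 hr RT → luciferase reagent 10 min → luminescence.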
# ELG1 genotox: inducers of genotoxicity in HEK293T ELG1-luciferase cells. HEK293T ELG1-luciferase reporter, luminescence, 16 h. Potency, µM (doses to about 46 µM), for the others: at the highest dose activity change, positive = activation, usual class: activators. 1.3% of 330,000 active. AID 504466; note: potency is the fitted concentration of half-maximal effect; % of control where 0% means no effect; nearly all actives have a fitted effect of over 60% in size
#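 Genotoxic stress is detected as increased luminescence from luciferase-tagged ELG1 in HEK293T cells, measured with ONE-Glo after a 16 hr treatment at 37 °C.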
# Giardia killer: Giardia lamblia killing. Giardia lamblia trophozoite viability. activity change, % at 7.66 µM, hits read low. 0.15% of 340,000 active; in the data active = activity change below about -80%; inconclusive = between about -30% and that limit;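 note: parasites exposed to compound for two days anaerobically before the ATP read; % is set by controls: 0 for no effect and ±100 for the full control effect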
#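 Killing of trophozoites was scored by loss of ATP luminescence after a 48 hrs anaerobic exposure to compounds at 37 deg C, using 100 cells per well.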
# VP16 counter: counter-screen for ROR gamma inhibitors: Gal4-VP16 reporter; Potency, µM (series often up to 53.6 µM), for the others: at the highest dose activity, negative = inhibition, hits mostly inhibitors; 3.5% of 310,000 active; Drosophila S2 Gal4-VP16 UAS-luciferase, luminescence, 20 h; AID 2546;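 note: Gal4-VP16 expression switched on by copper sulfate through the metallothionein promoter; potency is the fitted concentration of half-maximal effect; % is set by controls: 0 for no effect and ±100 for the full control effect; nearly all actives have a fitted effect of over 50% in size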
# Coupling enz: counter-screen for Giardia aldolase inhibitors: coupling enzyme system; coupling enzyme system counterscreen, AmpLite Red fluorescence; activity change, negative = inhibition, % at 58.2 µM, hits read low; 0.67% of 290,000 active; in the data active = activity change below about -30%; note: % is set by controls: 0 for no effect and ±100 for the full control effect
#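 Counterscreen lacking aldolase: glyceraldehyde-3-phosphate coupling-enzyme reagent preincubated 10 min at RT with compound (at 57.5 uM final), then substrate/coupling system with AmpLite Red added; fluorescence read at 525/598 nm after 20 min RT.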
# FLuc modulator: counter-screen for miR-21 project: firefly luciferase inhibitors or activators; P08659; purified FLuc, Km substrates, luminescence inhibition; Potency, µM (doses to about 57.5 µM), inactives show at the highest dose activity change, negative = inhibition, hits mostly inhibitors; 6.9% of 360,000 active; AID 588342;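 note: potency is the fitted concentration of half-maximal effect; plate controls were vehicle for no effect and reference inhibitor for full effect; nearly all actives have a fitted effect of over 55% in size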
# Target sequence (P08659 whole entry, looked up): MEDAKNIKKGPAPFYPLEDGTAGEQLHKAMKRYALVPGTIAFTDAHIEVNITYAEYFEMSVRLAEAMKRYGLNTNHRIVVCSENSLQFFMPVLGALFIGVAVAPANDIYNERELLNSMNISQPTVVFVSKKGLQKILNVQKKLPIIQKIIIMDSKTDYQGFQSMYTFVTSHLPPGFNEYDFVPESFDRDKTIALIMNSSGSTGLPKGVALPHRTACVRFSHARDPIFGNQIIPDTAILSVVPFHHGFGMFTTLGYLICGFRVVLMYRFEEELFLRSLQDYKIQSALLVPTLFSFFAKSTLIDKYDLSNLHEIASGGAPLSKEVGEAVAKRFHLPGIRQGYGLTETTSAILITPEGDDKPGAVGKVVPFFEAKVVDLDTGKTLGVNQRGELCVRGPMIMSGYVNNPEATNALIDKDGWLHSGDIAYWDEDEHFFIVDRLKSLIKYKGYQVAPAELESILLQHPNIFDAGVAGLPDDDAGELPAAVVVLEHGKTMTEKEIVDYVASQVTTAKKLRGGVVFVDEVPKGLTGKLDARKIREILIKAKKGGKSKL
#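 Biochemical qHTS of compounds, final roughly 60 µM downward over six points, against 10 nM purified firefly luciferase using Km concentrations of substrates (10 uM D-luciferin, 10 uM ATP) in Tris acetate pH 7.5 buffer; luminescence output.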
# Tb PFK inh: inhibitors of T. brucei phosphofructokinase. O15648. T. brucei PFK, ADP-Glo luminescence. Potency, µM (top dose mostly 57.5 µM), inactives show at the top dose activity, negative = inhibition, hits mostly inhibitors. 0.17% of 330,000 active. AID 485367;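 note: potency is the fitted concentration of half-maximal effect; 0% = uninhibited 1x PFK enzyme wells and -100% = no-enzyme wells; nearly all actives have a fitted effect of over 60% in size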
#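 ADP-Glo luminescence quantified ADP after 45 min at room temperature, with 1.25 nM T. brucei PFK, 0.1 mM ATP and 0.5 mM fructose-6-phosphate in pH 8.0 TEA buffer. qHTS titrations up to 57 µM; curves classified by quality.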
# KCNH2 3.1 block: inhibitors of human KCNH2 3.1 potassium channel isoform; 0.95% of 340,000 active; activity change, % (tested at about 1.8 µM); AID 720553; U2OS KCNH2 3.1, thallium flux FluxOr; hits give low values;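 active = maximum activity change below -70%; inconclusive = maximum activity change from -70% to -50%; inactive = maximum activity change above -50%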;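 note: thallium influx rate constant from kinetic fluorescence after stimulation buffer; % is set by controls: 0 for no effect and ±100 for the full control effect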
#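 Thallium flux read-out: FluxOr dye with Red40 quencher in HBSS/HEPES, 45 min at RT. Rate constants from kinetic reads were normalized to positive and negative DMSO controls. Cells: U2OS virally expressing the 3.1 isoform.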
# uPA surface inh: cell surface uPA generation inhibition | cell surface uPA generation assay, qHTS | Potency, µM (doses to about 38.3 µM), without a hit: at the top dose activity change, negative = inhibition, actives largely listed as inhibitors | 0.31% of 330,000 active; active = well fitted inhibition curve with a large enough effect; inconclusive = small, poorly fitted or top-dose-only effect; inactive = no such curve, though single readings can be large or run the other way; tested in mouse RAW 264.7 cells; note: potency is the fitted concentration of half-maximal effect; % is set by controls: 0 for no effect and ±100 for the full control effect; nearly all actives have a fitted effect of over 55% in size
# NPC1 promoter act: NPC1 promoter activation | Huh7 NPC1 promoter luciferase reporter, 24 h | 2.4% of 320,000 active | Potency, µM (top dose mostly 9.22 µM), inactives show top-dose activation, hits mostly activators;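 note: potency is the fitted concentration of half-maximal effect; % of control where 0% means no effect; nearly all actives have a fitted effect of over 60% in size; reporter is driven by a mutant NPC1 promoter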
#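 Luminescence from an NPC1 promoter-driven luciferase reporter in stably transfected Huh7 cells was measured after 24 h compound treatment at 37 °C, followed by 10 min ambient incubation with luciferase detection reagent.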
# * = called active by the depositor; u = inconclusive; x = not tested or not shown; & = joins results of further samples; [ ] = remark or other dose. Unless noted, calls come from the whole dose curve; as a rule, active = well fitted curve in the direction sought with a large enough effect; inconclusive = small, poorly fitted or top-dose-only effect, or another doubt; inactive = no such curve, though single readings can be large; an effect the other way counts as inactive or inconclusive.
SMILES,Rab9 prom act,RORg inh,ELG1 genotox,Giardia killer,VP16 counter,Coupling enz,FLuc modulator,Tb PFK inh,KCNH2 3.1 block,uPA surface inh,NPC1 promoter act
COc1ccccc1C1C(C#N)=C(N)Oc2cc(C)n(CCCn3ccnc3)c(=O)c21 (stereo unspecified),3.3%,11.7%,-8.1%,-11.1,-2.6%,0.0,-1.2%,0.5%,-15.6,2.9%,6.2%
COc1ccc(CNCCC(c2ccc(F)cc2)c2ccc(OC(C)C)cc2)cc1OC (stereo unspecified),-7.7%,u,-4.5%,-6.7,u,-1.6,-2.2%,-17.8%,u,-7.4%,-5.5%
Cc1nc(CCNC(=O)CC2C(=O)NCCN2Cc2ccoc2)nc2c1CCCC2 (stereo unspecified),4.4%,4.8%,3.0%,-11.3,-4.3%,-3.2,-0.3%,-0.8%,-24.3,3.8%,-0.2%
CCCCN(C(=O)CSc1nc(CCC)cc(=O)[nH]1)c1c(N)n(Cc2ccccc2)c(=O)[nH]c1=O,x,x,-3.6%,1.5,x,x,x,-2.1%,-9.1,3.8%,x
COc1ccccc1N1CCN(CCN(C(=O)C2CCCCC2)c2ccccn2)CC1,-21.4%[46.1 µM],x,13.1%,-3.7&6.8,x,x,-1.4%,1.6%,-3.0&4.4,-1.7%&7.1%,-12.1%[46.1 µM]
O=C(Cn1ncc2c1-c1ccccc1OC2)N1CCN(Cc2ccccc2)CC1,-8.8%,19.1%,-13.7%,-15.4,-2.3%,0.4,-1.0%,-2.8%,-39.0,-5.9%,-3.9%
C[C@@]12CCC=C[C@H]1[C@H](c1ccc3ccccc3c1)N(Cc1ccccc1)C2=O,-12.2%,-3.5%,-3.7%,-1.9,-0.1%,6.0,2.5%,3.1%,10.1,-17.8%,-0.9%
CCC/C(=N\NC(=O)c1ccc(CSc2nncn2C)cc1)c1ccccc1,-1.1%,29.6%,4.3%,-4.5,-1.1%,-6.1,-9.6%,-2.9%,-6.8,5.3%,-0.3%
CN(Cc1ccccc1)C(=O)CSc1nc2ccccc2[nH]1,27.5%,-0.4%,u,-4.6,-4.7%,2.8,u,1.3%,4.6,1.3%,7.3%
Cc1nc(Nc2ccccc2)[nH]c(=O)c1CCC(C)C,0.4%,18.7%,-7.8%,7.0,u,1.3,3.6%,0.4%,-0.8,2.1%,-2.1%
COC(=O)c1ccc(NC(=S)NC(=O)c2c(Cl)cnn2C)cc1,-9.8%,u,-0.3%,3.0,u,3.6,0.1%,1.1%,20.1,-0.5%,0.6%
COc1ccc(N(CC(=O)Nc2ccccc2SC)S(C)(=O)=O)cc1OC,-6.6%,27.9%,2.1%,-3.9,-0.5%,2.2,6.7%,-2.9%,1.3,-2.7%,0.2%
O=C(CCc1ccccc1)OCC(=O)c1ccc(Br)cc1,-4.1%,-4.6%,-2.3%,-2.6,-0.4%,0.1,-0.6%,0.0%,7.1,1.7%,0.0%
CCOC(=O)C1CCN(Cc2cnc(Oc3ccc(N)cc3)s2)CC1,-2.1%,-43.7%,16.8%,-1.4,u,-23.6,6.8%,0.8%,1.0,3.2%,-1.9%
CCCn1c(SCC(=O)Nc2ccccc2Cl)n[nH]c1=O,0.0%,4.9%,1.1%,16.7,-0.9%,-1.9,0.2%,4.7%,-1.8,-9.2%,-0.1%
O=C(NC(=O)N1CCCCC1)c1ccc(Cl)cc1,13.1%,15.8%,6.0%,-24.3,8.0%,x,2.4%,3.7%,7.2,-3.5%,12.9%
COc1ccc(N(CC(=O)N2CCc3ccccc3C2)S(C)(=O)=O)cc1OC,0.0%,-10.3%,0.3%,13.3,7.6%,-0.7,-2.8%,-0.3%,1.2,-3.2%,0.8%
C=CCNCCCCOc1ccc(C)cc1[N+](=O)[O-],1.1%,-10.6%,1.6%,-15.8,-10.3%,0.1,2.6%,-0.1%,2.9,-0.8%,-4.6%
O=C(NC1CCCCC1)NC12CC3CC(CC(C3)C1)C2,-7.7%,-23.7%,3.0%,-4.6,9.2%,2.9,6.0%,-6.5%,-9.8,10.6%,-4.1%
CCN(CC)S(=O)(=O)c1cccc(-c2nnc(-c3ccc(C)cc3)o2)c1,11.3%,-10.0%,6.6%,-1.5,10.1%,-2.5,-7.5%,0.5%,-36.0,4.3%,10.4%
CC(=O)Nc1ccc(NC(=O)CSc2nnc(NC(=O)c3ccco3)s2)cc1,15.7%,-33.6%,6.0%,-9.1,5.3%,x,16.9µM*,-2.2%,5.1,-12.2%,8.4%
CN(C)CCCN(C(=O)COc1ccc(Cl)cc1)c1nc2c(F)cccc2s1,3.9%,-1.8%,-1.1%,-11.8,-1.3%,3.3,0.4%,-2.3%,25.2,4.8%,-3.1%
COCCN(C(=O)CSc1ncc(C(F)(F)F)cc1Cl)c1c(N)n(Cc2ccccc2)c(=O)[nH]c1=O,-9.4%,10.8%,3.3%,-11.8,-5.3%,6.7,-4.7%,-1.2%,-35.7,0.3%,-1.4%
COc1cc(/C=C/C(=O)O)cc(S(=O)(=O)NC2CC2)c1OC,0.5%,-1.3%,-0.4%,8.7,-7.7%,1.2,5.3%,-0.2%,4.2,-4.9%,-2.1%
CCN(CC)CCCNC(=O)Cn1cnc2sc(C)c(S(=O)(=O)N3CCN(c4ncccn4)CC3)c2c1=O,-4.4%,2.1%,-1.4%,-20.0,-6.1%,0.1,4.7%,-5.0%,-3.4,-1.3%,-1.9%
COc1ccc(N2C(=O)C(CC(N)=O)N(NC(=O)c3cccc(OC)c3)C2=S)cc1 (stereo unspecified),-3.1%,-37.1%,4.3%,0.3,-11.4%,0.9,-10.3%,-18.8%,-0.1,8.1%,-0.1%
CCCCNC(=O)c1ccccc1SCc1c(C)noc1C,0.1%,u,-3.2%,7.7,u,0.1,0.6%,-12.0%,7.9,-7.5%,1.3%
CC(NC(=O)C1CC12CCC2)c1ccccc1 (stereo unspecified),-0.3%,0.1%,-0.7%,-1.0,-3.4%,-1.5,3.6%,6.0%,-4.3,-4.1%,-2.1%
Cc1ccc(CN2CC(C(=O)N3CC=C(c4ccccc4)CC3)CC2=O)cc1 (stereo unspecified),0.0%,17.2%,-6.3%,-15.4,-3.7%,x,1.7%,-0.5%,7.7,-2.1%,-2.0%
CCN(CC)CC1(O)CCN(C(=O)c2ccc(Cl)c(Cl)c2)CC1,11.8%,-4.4%,1.5%,-17.2,-14.0%,-0.5,-1.1%,0.7%,-4.9,x,0.2%
CCn1c(SCC(=O)N2CCCCC2C)nnc1-c1ccc(S(=O)(=O)N2CCN(C)CC2)cc1 (stereo unspecified),-3.8%,1.5%,0.3%,18.8,-1.8%,1.7,-0.1%,1.6%,1.3,-0.1%,3.4%
COc1ccc2nc(-c3ccccc3)cc(C(=O)OCC(=O)NC3CC3)c2c1,-5.2%,x,1.2%,-10.4,x,x,2.2%,7.9%,4.3,6.8%,0.6%
O=C(O)COc1ccccc1/C=C1\SC(=Nc2ccc(F)cc2)N(c2ccc(F)cc2)C1=O,-5.6%,24.9%,-2.3%,-13.8,0.1%,-0.3,-13.0%,u,3.3,6.8%,-0.1%
Cc1cc2ncc(C(=O)N=CN(C)C)cn2n1,-0.3%,8.5%,12.1%,-21.3,-16.7%,-0.3,-1.4%,-1.6%,4.6,4.9%,-0.5%
COc1ccc(/C=C2\SC(=O)N=C2N)cc1OC,0.3%,10.6%,3.0%,-5.8,6.0%,0.5,-1.0%,0.0%,9.7,u,4.5%
Cc1cc(-n2c(SCCC#N)nnc2-c2cccnc2)ccc1Cl,-0.3%,11.3%,2.6%,-2.3,5.2%,0.2,4.9%,1.4%,-10.3,x,-3.1%
CC(=O)c1ccc(S(=O)c2ccccc2)cc1 (stereo unspecified),-6.0%,-26.2%,-1.1%,-3.6,0.2%,2.0,-0.9%,-1.3%,39.2,x,1.1%
Cc1cc(NC(=O)CSc2nc(-c3cccs3)nc3ccccc23)no1,-24.3%,x,-2.5%,-20.5,x,x,3.3%,-18.8%,-5.4,1.78µM*,-27.6%
CN(C)Cc1c(C(=O)Nc2ccccc2)[nH]c2ccccc12,-3.6%,x,1.3%,-1.1,x,x,-17.9%,-11.2%,-0.2,-10.7%,7.8%
Cc1nc2sc(C(c3ccc(Cl)cc3)N3CCN(c4ccccc4F)CC3)c(O)n2n1 (stereo unspecified),-2.0%,-11.3%,-0.3%,-11.1,-13.3%,1.0,0.9%,1.0%,-1.4,-0.3%,0.0%
Cc1cc(C)c2c(-n3cccc3)c(C(=O)NNS(=O)(=O)c3ccc(F)cc3)sc2n1,-1.7%,-38.7%,0.7%,-25.9,7.1%,6.2,1.4%,0.4%,4.0,-2.0%,-2.6%
